# SKN-1 block – suppressors of acrylamide-induced Pgst-4::GFP reporter in worms, primary screen, SKN-1 inhibitor project, whole organism, uHTS, GFP/RFP fluorescence ratio, strain VP596 | inhibition, % at 21.8 µM | AID 624304, 2012 | C. elegans VP596 Pgst-4::GFP/RFP ratio, 24 h | hit rate 0.49% among 360,000;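 active means interference check ratio from 0.5 to 1.5 plus GFP to RFP signal ratio inhibition reaching or exceeding a fixed threshold, cut at about 30% in these data, passing the limit was not always enough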; further: some compounds called inactive have numbers as strong as hits
# CendR NRP1 mod – modulators of CendR peptide binding to NRP-1, primary screen, biochemical, fluorescence polarization, uHTS; AID 602438, 2012; Neuropilin-1 (Homo sapiens), O14786; inhibition, % at 25 µM; FAM-RPARPAR peptide binding to NRP-1; hit rate 0.85% among 360,000;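 active means inhibition or corrected inhibition above about 18%, plus a signal ratio from 0.5 to 1.5, limit read from the data, passing the limit was not always enough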; further: strong numbers were not always called active
# MsrA inhibitor – bovine MsrA enzyme inhibitors, primary screen, biochemical, absorbance, HTS | Methionine sulfoxide reductase A (Bos taurus) | purified bovine MsrA, absorbance read-out | inhibition, % at 15.5 µM | hit rate 0.75% among 360,000 | AID 651718, 2012; in the data active means inhibition above about 4.5%;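 further: 0% = vehicle wells with enzyme and 100% = reference inhibitor wells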
# Neddylation inh – inhibitors of cullin neddylation, primary screen, biochemical, TR-FRET, uHTS, NAE and Ubc12; NEDD8-conjugating enzyme Ubc12 (Homo sapiens) + NEDD8-activating enzyme E1 regulatory …; AID 651699, 2012; hit rate 0.58% among 360,000; calls only at 25 µM; in the data active means inhibition above about 36%
# MsrA act – bovine MsrA enzyme activators, primary screen, biochemical, absorbance, HTS. hit rate 0.3% among 360,000. purified bovine MsrA, absorbance read-out. Methionine sulfoxide reductase A (Bos taurus). activation, % at 10.6 µM; in the data active means activation above about 7.5%;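 further: 0% = vehicle and 100% = reference activator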
# FAS-TE inh – FAS thioesterase domain inhibitors, primary screen, biochemical, fluorescence intensity, uHTS; hit rate 0.67% among 360,000; AID 602261, 2012; inhibition, % at 15 µM; recombinant FAS-TE, OMFH fluorogenic substrate, fluorescence endpoint;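 active means compounds whose normalised, plate-corrected inhibition of enzyme fluorescence in the single-dose primary screen is 50% or more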;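 further: 0% = DMSO with enzyme and 100% = substrate without enzyme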
# Rin1 Abl inh – inhibitors of Rin1-Abl protein binding, primary screen, biochemical, TR-FRET; hit rate 0.4% among 360,000; inhibition, % at 7.35 µM; Tyrosine-protein kinase ABL1 (Homo sapiens) + Ras and Rab interactor 1 (Homo sapiens), …; in the data active means inhibition above about 5%, passing the limit was not always enough
# Target sequence (P00519 whole entry, looked up): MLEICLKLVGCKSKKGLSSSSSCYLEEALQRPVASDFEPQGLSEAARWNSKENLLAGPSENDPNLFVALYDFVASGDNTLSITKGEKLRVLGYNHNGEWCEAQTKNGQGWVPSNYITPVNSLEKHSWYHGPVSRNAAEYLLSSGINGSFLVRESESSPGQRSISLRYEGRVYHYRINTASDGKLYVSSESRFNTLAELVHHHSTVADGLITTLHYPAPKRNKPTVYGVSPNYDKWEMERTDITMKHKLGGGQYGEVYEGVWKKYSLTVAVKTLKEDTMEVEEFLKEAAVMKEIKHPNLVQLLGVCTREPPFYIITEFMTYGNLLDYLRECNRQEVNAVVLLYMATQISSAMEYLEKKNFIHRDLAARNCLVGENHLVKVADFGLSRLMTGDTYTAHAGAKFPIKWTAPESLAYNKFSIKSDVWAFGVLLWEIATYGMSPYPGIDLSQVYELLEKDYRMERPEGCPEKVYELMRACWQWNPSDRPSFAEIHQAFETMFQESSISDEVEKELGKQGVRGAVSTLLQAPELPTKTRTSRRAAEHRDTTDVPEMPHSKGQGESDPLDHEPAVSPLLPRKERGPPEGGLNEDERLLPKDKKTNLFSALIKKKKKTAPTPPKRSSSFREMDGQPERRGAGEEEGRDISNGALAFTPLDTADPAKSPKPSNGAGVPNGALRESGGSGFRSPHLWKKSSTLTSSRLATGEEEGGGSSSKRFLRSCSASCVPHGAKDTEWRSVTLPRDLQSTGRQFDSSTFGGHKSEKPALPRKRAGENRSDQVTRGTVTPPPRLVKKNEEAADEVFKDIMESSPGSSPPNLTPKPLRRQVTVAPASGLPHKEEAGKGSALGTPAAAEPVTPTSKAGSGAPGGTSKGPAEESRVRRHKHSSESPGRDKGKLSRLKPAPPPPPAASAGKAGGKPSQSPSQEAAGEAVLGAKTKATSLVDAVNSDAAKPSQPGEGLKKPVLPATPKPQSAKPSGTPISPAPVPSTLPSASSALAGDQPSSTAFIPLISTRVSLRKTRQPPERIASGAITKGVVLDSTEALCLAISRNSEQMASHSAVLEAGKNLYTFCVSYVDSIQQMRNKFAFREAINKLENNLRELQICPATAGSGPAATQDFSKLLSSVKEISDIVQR
# Target sequence (Q13671 whole entry, looked up): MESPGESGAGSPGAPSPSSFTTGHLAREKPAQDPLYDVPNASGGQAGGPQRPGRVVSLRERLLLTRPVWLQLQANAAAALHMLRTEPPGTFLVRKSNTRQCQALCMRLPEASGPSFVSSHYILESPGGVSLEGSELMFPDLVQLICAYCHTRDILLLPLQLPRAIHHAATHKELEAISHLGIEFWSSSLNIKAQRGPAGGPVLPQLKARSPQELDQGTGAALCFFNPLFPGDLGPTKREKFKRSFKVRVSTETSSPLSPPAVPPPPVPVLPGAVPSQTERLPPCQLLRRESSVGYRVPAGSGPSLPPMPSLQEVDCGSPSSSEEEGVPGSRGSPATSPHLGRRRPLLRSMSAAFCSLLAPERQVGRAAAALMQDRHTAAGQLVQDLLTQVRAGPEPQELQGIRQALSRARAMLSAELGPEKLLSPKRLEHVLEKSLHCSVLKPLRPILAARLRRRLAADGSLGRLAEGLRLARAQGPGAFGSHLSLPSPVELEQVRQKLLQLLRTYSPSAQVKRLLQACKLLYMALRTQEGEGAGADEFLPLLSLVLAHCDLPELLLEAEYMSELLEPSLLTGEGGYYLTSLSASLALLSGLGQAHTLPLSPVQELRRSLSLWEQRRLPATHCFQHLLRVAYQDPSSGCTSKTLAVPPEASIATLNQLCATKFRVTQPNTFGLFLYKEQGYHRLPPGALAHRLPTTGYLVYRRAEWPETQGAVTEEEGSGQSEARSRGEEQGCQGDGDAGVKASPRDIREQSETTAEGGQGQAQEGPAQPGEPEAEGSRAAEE
# MT1-MMP act inh – blockers of MT1-MMP proenzyme processing, primary screen, HT1080 RFP-PRO-GFP cells, GFP/RFP fluorescence; Matrix metalloproteinase-14 (Homo sapiens), P50281; GFP/RFP ratio fluorescence, overnight; percent of plate control window, DMSO zero; GFP/RFP ratio change, % at 20 µM; hit rate 0.061% among 360,000; AID 651647, 2012;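 active means GFP/RFP ratio change of at least 30% with cell ATP level not reduced by more than half and red fluorescence within 50% of control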; further: strong numbers were not always called active
#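 Material: RFP-PRO-GFP reporter HT1080 cells. Dosing: single-point 20 µM compound, 1% DMSO. Controls: DMSO and RFP-L50D-GFP cell wells. Timing: cells overnight before dosing, compound overnight, 37 °C, 5% CO2. Measure: GFP/RFP fluorescence ratio.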
# eLon inh – inhibitors of E. coli Lon protease, primary screen, biochemical, fluorescence polarization; P0A9M0; inhibition, % at 7.94 µM; hit rate 0.42% among 360,000; purified E. coli Lon protease; AID 602123, 2011; in the data active means inhibition above about 13%, passing the limit was not always enough;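 further: 0% = enzyme with probe and DMSO and 100% = no enzyme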
# * = called active by the depositor; i = inactive; nt = not tested or not shown; + = active, no number.
# Value order – MT1-MMP act inh	MsrA act	FAS-TE inh	MsrA inhibitor	CendR NRP1 mod	Neddylation inh	Rin1 Abl inh	SKN-1 block	eLon inh
Fc1ccc(Nc2nc(NCc3ccco3)c3ccccc3n2)cc1
    -11.4	-3.0	20.6	1.6	-3.9	+	5.1	18.0	-7.7
CC1CCc2c(sc(NC(=O)CSc3nc(N)cc(=O)[nH]3)c2C(N)=O)C1 (centres undefined)
    1.5	-5.0	-0.7	0.7	5.8	i	6.4	9.9	-3.0
Cc1ccc(S(=O)(=O)N2CCOCC2)cc1C(=O)OCC(=O)c1ccc[nH]1
    -1.4	-2.2	-4.9	-1.0	1.0	i	-0.5	14.2	-6.2
CC(=O)c1ccc(NC(=O)c2ccc(C)c(S(=O)(=O)N3CCOCC3)c2)cc1
    2.6	-2.9	0.9	0.5	3.0	i	0.1	5.3	-7.9
Cc1ccc(C(=O)Nc2ccn(C)n2)cc1
    0.5	-4.1	-4.8	1.8	0.8	i	0.1	3.0	-1.9
O=S(=O)(c1ccc(Oc2ncnc3scc(-c4ccccc4)c23)cc1)N1CCOCC1
    -9.3	-1.5	35.6	0.8	-4.2	i	-1.3	13.6	3.3
Cc1ccc(NC(=O)Cc2nnc(SCC(=O)NC3CCCC3)n2C)c(C)c1
    1.3	-0.3	-6.0	0.5	-3.8	i	-0.8	12.2	4.8
COc1ccc(CNC(=O)COC(=O)C2CCC(C(C)(C)C)CC2)cc1 (centres undefined)
    -1.5	0.4	36.8	0.1	10.3	i	2.1	5.2	-5.8
Cc1cc(NC(=O)Cn2nnc(-c3ccccc3N)n2)no1
    3.9	-3.8	-8.3	-0.1	4.5	i	-3.5	-19.3	3.0
O=C(CCN1CCC(c2cccs2)=N1)c1cccs1
    -7.5	-2.8	-1.1	1.1	-8.1	i	-1.7	28.1	-9.2
CCOc1ccc(C(=O)N/N=C/c2ccc(SC)cc2)cc1
    3.2	-3.6	-5.4	0.7	-11.7	i	0.7	10.2	-2.6
COc1ccc(CN2CCSCC2)cc1O
    3.4	1.1	-5.9	-0.6	-6.6	i	-2.2	10.9	-2.7
O=c1cc(C(F)(F)F)nc(SCc2cccc3ccccc23)[nH]1
    -0.2	-2.4	7.1	-0.9	-15.0	i	0.9	9.5	-0.2
O=C(CNS(=O)(=O)c1ccccc1)NCc1ccco1
    0.3	-2.7	-4.8	-0.9	-17.7	i	2.3	12.3	4.3
CCOc1ccc(/C=C2\SC(=S)N(CC(=O)NCCCN3CCOCC3)C2=O)cc1
    7.3	-3.4	1.5	2.2	-12.1	i	1.4	-0.3	-7.5
C/C(CC(=O)Nc1cccnc1)=N\NC(=O)C(=O)Nc1cccc(C)c1
    -0.1	-6.5	-5.7	1.6	18.4	i	0.1	7.3	-0.5
Cc1ccnc(SCc2ccc([N+](=O)[O-])cc2)n1
    8.5	-4.3	-0.1	-0.5	3.4	i	2.0	-0.1	-8.4
CCOc1ccc(NC(=O)C(C)NS(=O)(=O)c2ccc(NC(C)=O)cc2)cc1 (centres undefined)
    0.8	-1.5	-5.4	0.8	-14.8	i	0.3	-4.6	1.4
O=C(NP(=O)(N1CCOCC1)N1CCOCC1)C1=C(N2CCOCC2)/C(=C\c2ccccc2)CC1
    -6.4	-1.5	-2.9	0.3	-12.1	i	2.7	18.2	-10.0
COc1cccc(C(=O)/C=C2\Sc3ccccc3N2C)c1
    3.5	-13.9	4.6	-0.3	18.8	i	-2.0	2.2	-6.2
Cc1c([N+](=O)[O-])c(C(=O)NC2CCCCC2)nn1C
    -1.0	-2.4	-0.1	0.1	5.6	i	1.2	-1.3	-10.8
Cc1ccc2c(c1)cc1c(=O)n(CC(=O)NCCN3CCCC3)nc(C)n12
    -1.2	-3.0	-4.2	nt	1.4	i	0.4	14.1	-0.1
CCn1c(SCC(=O)Nc2ccc(C(C)=O)cc2)nc2c([nH]c3ccccc32)c1=O
    -1.0	-3.6	1.1	-0.4	9.3	i	-0.1	16.8	-3.0
Cc1cccc(CSc2ccc(-c3cccs3)nn2)c1
    1.2	-4.5	21.9	-0.4	-0.7	i	1.0	1.5	2.7
COC(=O)c1cn(C)c2ccc(S(=O)(=O)N3CCOCC3)cc2c1=O
    0.0	-2.5	-4.3	0.9	9.0	i	-1.7	-18.2	5.7
CC1=C(C(=O)OC(C)C)C(C)NC(=O)N1 (centres undefined)
    1.5	1.4	-7.6	0.5	-3.2	i	3.0	8.0	-7.4
O=C(Nc1cccc2c1C(=O)NC2=O)c1cccnc1Cl
    -0.9	-2.9	-8.4	-0.5	-5.0	i	-2.0	5.7	-13.4
Cc1ccc(S(=O)(=O)N2CCOCC2)cc1NC(=O)COC(=O)CNC(=O)c1ccc(C(C)(C)C)cc1
    8.1	-3.2	16.7	-1.2	2.7	i	6.3	3.1	-7.6
CCCC(=O)C1=C(N(C)c2ccccc2)CC(C)(C)C(C(=O)OC)C1=O (centres undefined)
    1.6	5.7	-3.8	0.8	2.0	i	0.1	-13.2	-10.0
COc1cccc(C(=O)N2CCN(c3ncccn3)CC2)c1
    1.6	-1.0	-7.0	0.8	11.3	i	5.8	-0.3	-6.5
CC(=O)c1c(C)n(-c2ccc(Br)cc2)c2ccc(O)cc12
    -9.7	-3.4	-5.9	-0.1	11.0	i	-0.3	4.3	5.7
Cc1cccc(S(=O)(=O)Nc2nc3ccccc3nc2Nc2cccc(C(=O)O)c2)c1
    -1.7	-2.0	-2.1	2.6	-16.6	nt	-5.8	2.7	-13.4
COc1ccc2oc(C(=O)N3CCCc4ccccc43)c(C)c2c1
    -4.0	1.4	17.2	-0.4	-8.6	i	-1.6	5.5	2.3
COc1ccc(C2CCCN2C(=S)Nc2cccc(C)c2C)cc1OC (centres undefined)
    5.4	-6.7	-1.0	-0.2	11.0	i	-0.8	2.8	-1.0
CC(C)(C)NC(=S)N1CCC(C(=O)c2ccc(F)cc2)CC1
    -1.6	-1.8	3.3	0.8	10.8	i	1.1	12.7	-15.4
CC(C)S(=O)(=O)C/C(N)=N/OS(=O)(=O)c1ccc(Cl)cc1
    1.7	-3.5	-3.5	1.3	11.9	i	1.4	-1.8	-4.0
CCN1C(=O)CC(SC2CC(=O)N(CC)C2=O)C1=O (centres undefined)
    -2.7	-4.7	-5.3	0.8	-2.9	i	6.6	7.3	-6.6
C=CCNC(=O)c1ccccc1NC(=O)C1COc2ccccc2O1 (centres undefined)
    2.2	-2.8	0.2	-0.8	7.7	i	1.6	5.9	-12.2
CCCC(C(=O)Nc1ccc(S(=O)(=O)N2CCCC2)cc1)c1ccccc1 (centres undefined)
    -11.4	-3.4	17.6	-1.0	10.5	i	1.9	1.0	-9.6
CS(=O)(=O)c1cccc(C(=O)Nc2ccc(-c3nc4ccccc4[nH]3)cc2)c1
    -2.8	-3.3	-2.4	1.6	-1.7	nt	2.6	17.1	1.0

# Reprinted at random: 3 records from the list
# Value order – MT1-MMP act inh	MsrA act	FAS-TE inh	MsrA inhibitor	CendR NRP1 mod	Neddylation inh	Rin1 Abl inh	SKN-1 block	eLon inh
COc1ccc2oc(C(=O)N3CCCc4ccccc43)c(C)c2c1
    -4.0	1.4	17.2	-0.4	-8.6	i	-1.6	5.5	2.3
CC(C)S(=O)(=O)C/C(N)=N/OS(=O)(=O)c1ccc(Cl)cc1
    1.7	-3.5	-3.5	1.3	11.9	i	1.4	-1.8	-4.0
CCN1C(=O)CC(SC2CC(=O)N(CC)C2=O)C1=O (centres undefined)
    -2.7	-4.7	-5.3	0.8	-2.9	i	6.6	7.3	-6.6

# Additional compounds follow:
# Value order – MT1-MMP act inh	MsrA act	FAS-TE inh	MsrA inhibitor	CendR NRP1 mod	Neddylation inh	Rin1 Abl inh	SKN-1 block	eLon inh
Cc1onc(-c2ccccc2)c1C(=O)Nc1nc(-c2ccc(F)c(F)c2)cs1
    -5.0	-1.9	25.3	0.6	6.2	i	1.4	24.0	-8.6
CCOc1cc(/C=N/NC(=O)Cc2ccc(C(F)(F)F)cc2[N+](=O)[O-])ccc1O
    0.4	-2.7	-8.9	-0.6	0.8	i	0.0	-1.9	6.3
CC(C)Cc1ccc(C(C)C(=O)Nc2ccc(O)cc2)cc1 (centres undefined)
    0.6	1.7	18.8	-0.1	38.0*	i	0.1	8.8	1.5
O=C(CSc1ccc(-c2ccccn2)nn1)Nc1cccc(F)c1
    3.5	-0.5	4.9	-0.3	-11.4	i	-4.6	7.2	4.7
Cc1noc(C)c1COc1ccccc1C(=O)NCCc1ccc(F)cc1
    -9.5	-2.6	-1.5	2.6	1.3	i	3.4	10.4	-6.5
CCn1c(CC(=O)Nc2ccccc2F)nnc1SCC(=O)Nc1nncs1
    -2.6	-1.9	-1.6	0.2	15.2	i	0.2	-6.3	-4.9
Cc1onc(-c2ccccc2)c1C(=O)OCC(=O)NCc1ccc(F)cc1
    15.2	-1.6	10.8	0.6	4.6	i	1.0	11.6	-5.7
O=C(NCCc1ccccc1)c1ccnc(/C=N/O)c1
    -4.4	4.4	-7.4	0.6	-11.7	i	2.1	-17.4	-7.3
COC1OC2COC(c3ccccc3)OC2C(NC(C)=O)C1OC(C)=O (centres undefined)
    1.5	-3.0	-8.3	1.6	-3.7	i	-0.1	5.4	-13.0
Cc1ccc(-c2cccc(CN3CCN(C(C)C)C(CCO)C3)c2)o1 (centres undefined)
    -0.3	-4.2	-5.0	-0.1	3.2	i	1.9	-8.3	-4.0
O=C(Oc1ccc(Br)cc1C(=S)N1CCOCC1)c1ccccc1
    1.1	-2.5	13.0	-0.3	-5.1	i	-0.3	18.9	7.6
Cc1cc(C(=O)N/N=C/C=C/c2ccccc2[N+](=O)[O-])c(C)o1
    1.0	-4.5	2.9	1.1	-9.6	i	-0.2	1.7	8.8
CCN1C(=S)SC(=O)C1=C1C=C(C)N(Cc2ccco2)C(C)=C1
    -107.7	0.5	-17.0	1.9	-76.6	i	-13.4	-1.7	-118.3
O=C(O)C1=C[C@H](c2ccc3c(c2)OCO3)C[C@H](OCCCCO)O1
    -1.9	-2.3	-8.3	1.0	2.3	i	2.4	3.9	-3.3
COc1ccc(Cl)cc1S(=O)(=O)NC(C)C(=O)NCCN1CCOCC1 (centres undefined)
    1.1	-0.7	2.9	0.6	-11.2	i	-4.0	3.2	-7.4
Cc1cccc(N2CCN(C(=O)Cn3nc(C)n4cccc4c3=O)CC2C)c1 (centres undefined)
    -3.4	-1.8	3.3	-0.3	10.6	i	-3.5	-0.4	1.2
COCCn1c(SCC(=O)NCCCN2CCCC2=O)nc2ccccc2c1=O
    0.4	-1.6	-7.4	-1.1	16.1	i	2.7	-6.6	0.7
C[C@H]1CN=C(Nc2ccccc2)N1CCc1ccccc1
    0.6	-1.2	-12.9	-0.7	8.6	i	-4.2	11.5	-12.8
CN(Cc1nc(-c2ccccc2)no1)C(=O)c1ccc2c(c1)OCO2
    0.0	-6.6	8.0	-1.9	1.9	i	1.9	-3.3	-0.5
COC(=O)N/N=C/C1=CCC2CC1C2(C)C (centres undefined)
    -0.5	-4.6	-7.0	-0.2	2.4	i	-3.6	-2.4	-4.7
